# Screening results (PubChem BioAssay)
# RMI FANCM FP: RMI-FANCM interaction inhibition; Fluorescence polarization, RMI core complex with F-MM2 peptide; hits give low values; AID 1159607; FP signal (polarization) at 33 µM; 0.58% of 70,000 active; in the data active = FP signal below about 40; also: inactives centre near 61; strong numbers were not always called active; unit not given here
# * marks the source's active call; other numbers are inactive results; & = joins results of further samples.
molecule,RMI FANCM FP
O=C(NCCCN1CCCC1=O)C(=O)NCc1cccs1,54
O=C(Nc1ccc(Cl)cc1)N1CCC(c2nnc(-c3ccco3)s2)CC1,62
NCc1ccc(S(N)(=O)=O)cc1,64&61&64
Cc1ccc(C2CC=CCC2[N+](=O)[O-])cc1 (centres undefined),57
Fc1ccc2nc(NCc3cccnc3)sc2c1,66
CC(C)n1c(=O)c2ccccc2n(Cc2nc(-c3ccccc3Cl)no2)c1=O,77
COc1ccccc1NC(=O)C(Br)C(C)C (centres undefined),61
CC(C)NC(=O)CCCCn1c(=O)c2ccccc2n(CC(=O)NCCc2ccc(Cl)cc2)c1=O,80
N#CCC(=O)NNC(=S)NC1CCCCC1,57
CCCCCNC(=O)CCc1csc(NC(=O)Nc2cccc(Cl)c2)n1,63
CC1(C)COc2ccc(NC(=O)Cc3cccc4ccccc34)cc2NC1=O,68
CCOC(=O)Cn1c(C2CC(=O)N(CC(C)C)C2)nc2ccccc21 (centres undefined),65
O=C(NCCNC(=O)c1c(F)cccc1Cl)c1ccc(NC(=O)C2CC2)cc1,68
O=C(Cn1nc(-c2ccc([N+](=O)[O-])cc2)ccc1=O)N1CCCC1,57
O=C(Oc1ccccc1N1CCOCC1)c1ccccc1,55
O=C(NC1CCN(Cc2ccccc2)CC1)c1ccccc1Cl,70
NC(=O)c1ccsc1NC(=O)c1ccno1,54
CCC(C)(C)c1ccc(OCCCCSc2nc3ccccc3[nH]2)c(C(C)(C)CC)c1,50
CC(C)C(CC(=O)O)NS(=O)(=O)c1ccc(F)cc1 (centres undefined),61
CC1(C)COc2cc(NS(=O)(=O)c3ccccc3)ccc2NC1=O,66
COc1cc(NC(=O)CSc2nccn3nc(-c4ccc(Cl)cc4)cc23)cc(OC)c1,126
COc1cccc(OCC(=O)Nc2ccc3nc(C)n(-c4ccc(Cl)cc4)c(=O)c3c2)c1,77
Clc1ccc(C(Cn2ccnc2)OCc2c(Cl)cccc2Cl)c(Cl)c1 (centres undefined),53
O=C(Nc1ccc(N2CCOCC2)cc1)c1ccccc1Br,65
O=C(NCc1cccs1)C1CCN(c2ccc(-c3ccc(F)cc3)nn2)CC1,64

# Next section; the last 3 above are carried over.
molecule,RMI FANCM FP
Clc1ccc(C(Cn2ccnc2)OCc2c(Cl)cccc2Cl)c(Cl)c1 (centres undefined),53
O=C(Nc1ccc(N2CCOCC2)cc1)c1ccccc1Br,65
O=C(NCc1cccs1)C1CCN(c2ccc(-c3ccc(F)cc3)nn2)CC1,64
CC(C)N(C(=O)Cn1cc(SCC(=O)Nc2ccccc2)c2ccccc21)C(C)C,61
CCn1c(=NC(=O)CCS(=O)(=O)c2ccccc2)sc2cccc(OC)c21,83
Cc1cc(NC(=O)c2ccc3ccccc3c2)n(-c2nc3c(cnn3-c3cccc(C)c3C)c(=O)[nH]2)n1,66
COc1cc(C(=O)Oc2cc(C)[nH]c(=O)c2[N+](=O)[O-])cc(OC)c1OC,59
CCOc1ccc(-c2cc(=O)n(CC(=O)NCC3CCCO3)cn2)cc1 (centres undefined),68
O=C(/C=C/c1ccccc1)NC(=S)NCC1CCCO1 (centres undefined),55
NC(=S)N/N=C\c1ccc([N+](=O)[O-])s1,55
Cc1c(C=Nc2ccc([N+](=O)[O-])cc2)sc2ccccc12,53
CCc1nnc(C2CCN(S(=O)(=O)c3cc(C)ccc3OC)CC2)s1,59
COc1ccc(OC)c(S(=O)(=O)Nc2ccc(CN3CCN(C)CC3)cc2)c1,64
COc1ccccc1-c1ccc(N2CCN(C(=O)CC(C)(C)C)CC2)nn1,73
CSc1c(C#N)c(-c2ccccc2)nn1CC(=O)NN,48
O=C(CSc1nc2[nH]ncc2c(=O)[nH]1)Nc1cc(C(F)(F)F)ccc1Cl,56
CCOC(=O)c1cnn(C)c1NC(=O)C(Cl)Cl,59
CCOc1cc(C)c(Cl)cc1S(=O)(=O)N1CCCCC1CC (centres undefined),57
Cc1c(C)n2c(SCC(=O)NC3CCCCC3)nnc2[nH]c1=O,53
COc1ccccc1-c1cc2c(SCC(=O)Nc3ccccc3)nccn2n1,135
COc1ccc(N=CC2=C(O)CC(c3ccccc3)CC2=O)cc1 (centres undefined),65
Cc1nc2ccccc2c(C(=O)O)c1N,49
CS(=O)(=O)N1N=C(c2ccc(Cl)cc2)CC1c1ccco1 (centres undefined),60
CCN1CCN(S(=O)(=O)CCNC(=O)Cc2cccs2)CC1,72
O=C(CC1CCCCN1S(=O)(=O)c1ccccc1)Nc1ccc2c(c1)OCCO2 (centres undefined),68
CC(=O)O[C@H]1C[C@@H](OC(C)=O)C(C)(C)C2C[C@@H](OC(C)=O)[C@]3(C)C(CC[C@@]4(C)[C@H](c5ccoc5)OC(=O)[C@H]5O[C@]543)[C@]21C (some centres undefined),61
CCOC(=O)c1c(NC(=O)CSc2ncnc3nc[nH]c23)sc2c1CCCC2,65
O=C(CSc1nnc2ccc3ccccc3n12)c1ccc(Cl)cc1,135
CCOc1ccc(NC(=O)Cn2c3ccccc3c3ncn(Cc4ccccc4)c(=O)c32)cc1,103
O=C(Nc1ccc(SCCN2CCOCC2)nn1)c1ccccc1F,65
COc1ccc(Cc2nc3ccccc3[nH]2)cc1,62
Fc1ccc(-c2csc3ncnc(Sc4ccc(Cl)cc4)c23)cc1,78
COC(=O)c1ccsc1N1C(=O)C=C(C)C1=O,53
COc1ccccc1N1CCN(S(=O)(=O)CCNC(=O)CCCc2ccccc2)CC1,57
O=S(=O)(Nc1ccc(O)cc1)c1ccc(Cl)cc1,56
CCc1cccc2sc(N(Cc3ccccn3)C(=O)c3cccc(N4C(=O)CCC4=O)c3)nc12,56
CCOC(=O)c1c(NC(=O)c2ccc(S(=O)(=O)N(CC)CC)cc2)sc(C)c1C,75
COc1ccc(OC)c(S(=O)(=O)NCC(c2cccs2)N(C)C)c1 (centres undefined),52
Cc1oc(-c2cccc(Cl)c2)nc1CN1N=NC2C(=O)N(c3ccc(F)cc3)C(=O)C21 (centres undefined),58
c1ccc2c3c([nH]c2c1)-c1nonc1CC3,62
Cc1ccc(NC(=O)Nc2c(C)noc2-c2cccs2)cc1,61
COc1ccc(Cl)cc1NC(=O)Cn1cc(OC)c(=O)cc1CN1CCN(C(C)=O)CC1,57
CC1C(=O)NCCN1C(=O)COc1ccc(Cl)cc1Cl (centres undefined),67
Cc1cc(NC(=O)c2cc3ccccc3o2)n(-c2nc3c(cnn3-c3cccc(C)c3C)c(=O)[nH]2)n1,63
CC1CCC(C(C)C)C(OC(=O)C[P+](c2ccccc2)(c2ccccc2)c2ccccc2)C1 (centres undefined),81
O=C(Nc1ccc2ncsc2c1)c1cc(Cl)sc1Cl,58
CCN(CC)CCN(C(=O)c1ccc(C(=O)c2ccccc2)cc1)c1nc2c(Cl)cccc2s1,78
COC(=O)c1cc(-c2ccc(C)o2)n[nH]1,63
Cc1c(C(=O)O)nnn1-c1ccccc1Br,62
COC(=O)C1=C(C)N=c2s/c(=C/c3ccc4c(c3)OCO4)c(=O)n2C1c1ccccc1 (centres undefined),65
O=C(Nc1ccccc1)Nc1nc(S(=O)(=O)Cc2ccccc2)ns1,55
CCOC(=O)c1ccc(NC(=O)c2ccc(=O)n(Cc3ccccc3F)c2)cc1,58
Cc1ccccc1NC(=O)Cc1csc(SCC(=O)c2cccs2)n1,68

# Two entries drawn at random from those above, as already listed:
molecule,RMI FANCM FP
COc1ccc(Cc2nc3ccccc3[nH]2)cc1,62
Cc1ccccc1NC(=O)Cc1csc(SCC(=O)c2cccs2)n1,68

# (list continues)
molecule,RMI FANCM FP
Cc1cc(C)nc(SCc2cc(=O)c(OC(=O)c3c(-c4ccccc4Cl)noc3C)co2)n1,56
N#C/C(=C\c1ccc(OC(=O)c2ccc(S(=O)(=O)N3CCCCC3)cc2)cc1)c1nc2ccccc2s1,67
c1cc2c(cc1-c1csc(-c3ccc4c(c3)OCCO4)n1)OCCO2,59
O=C1Nc2ccccc2C1=Nc1cccc(C(F)(F)F)c1,61
CCCn1c(=NC(=O)C2=COCCO2)sc2c(C)cc(C)cc21,53
COC(=O)C1SCCN1C(=O)c1ccc(Cl)cc1 (centres undefined),60&56
CCN1C(=O)C(C)(C)COc2cc(N)ccc21,68
CCCCCOc1ccc(/C=C(/C#N)C(=O)Nc2ccccc2)cc1,86
CCOC(=O)/C=C/C(=O)Nc1sc2c(c1C(=O)OC)CCC2,60
Cc1cc(NC(=O)c2ccc(Cl)c(S(=O)(=O)N3CCOCC3)c2)no1,58
CCCCNC(=O)NS(=O)(=O)c1cc(Cl)sc1Cl,63
Cn1c(=O)c2c(nc(CN3CCN(C(=O)c4ccco4)CC3)n2CC(=O)C(C)(C)C)n(C)c1=O,67
CC1CC(=O)Nc2ccccc2N1C(=O)c1cc(Cl)sc1Cl (centres undefined),56
Cc1ccc(Nc2nc3c([nH]2)c(=O)n(C)c(=O)n3C)cc1,67
O=C(NCCCCN1CCOC(c2ccccc2)C1)C(=O)Nc1ccc2c(c1)OCO2 (centres undefined),72
CCN1CCN(C(=O)c2ccc(F)cc2)CC1,59
Cc1cccn2c(=O)nc(SCCC3OCCO3)nc12,53
CC(C(=O)O)c1cccc(Oc2ccccc2)c1 (centres undefined),64&54
CN(C)c1ccc(C(=O)NNC(=O)/C=C/c2ccc3c(c2)OCO3)cc1,55
CCOc1ccc(NC(=O)Cn2c(CC)nc3c(sc4cccc(F)c43)c2=O)cc1,133
COc1ccc(N2CC(c3nc(-c4ccccn4)no3)CC2=O)cc1OC (centres undefined),53
CC(=O)O[C@]1(C(C)=O)CC[C@H]2[C@@H]3C=C(C)C4=CC(=O)CC[C@@H]4[C@H]3CC[C@@]21C,49
O=C(CSc1nc(CC(=O)Nc2nccs2)cs1)Nc1ccc(F)cc1,58
O=C(c1ccccc1)N1CCCc2cc(NS(=O)(=O)c3ccc(Cl)s3)ccc21,52
O=C(Nc1ccc2c(c1)OCCO2)c1cccnc1Sc1ccccc1,55
Nc1ccccc1C(O)(Cc1ccccc1)c1ccccc1 (centres undefined),60
CCNC(=O)NC(=O)c1csc([N+](=O)[O-])c1,60
O=C1ON=C(c2ccccc2)/C1=C/c1ccc(Cl)cc1,55
COc1cc(-c2n[nH]c(=S)o2)cc(OC)c1OC,72
O=C1[C@H](CC[C@H](O)c2ccc(F)cc2)[C@@H](c2ccc(O)cc2)N1c1ccc(F)cc1,50
C=CCn1c(SCc2ccc(C(F)(F)F)cc2)nc2c([nH]c3ccccc32)c1=O,56
Cc1cc(C(=O)O/N=C(/N)c2cc(C)on2)no1,59
Cc1cc(SCC(N)=O)nc2ccccc12,71
Cc1nc(SCc2cccc(Cl)c2)[nH]c(=O)c1CC(=O)Nc1ccc2c(c1)OCO2,66
O=C(Cc1csc(NC(=O)C2CCC(=O)N2)n1)NCc1cccs1 (centres undefined),76
CCCCCCCOc1ccc(OC(=O)c2cccc(C(=O)OC)n2)cc1,59
COc1cc(C(=O)NCC(c2ccco2)S(=O)(=O)c2ccc(F)c(C)c2)c([N+](=O)[O-])cc1OC (centres undefined),58&50
O=C(CCCS(=O)(=O)c1ccc(F)cc1)Nc1nc(-c2cc([N+](=O)[O-])cs2)cs1,53
O=C(CN1CCC(c2nc3ccccc3[nH]2)CC1)Nc1ccccc1F,53
CCOc1ccc(-n2ccn(CC(=O)NCCc3ccccc3)c(=O)c2=O)cc1,63
Cc1ccc(/C=N\NC(=O)CNC(=O)c2ccc(C)c([N+](=O)[O-])c2)o1,62
Cc1ccc(C(=O)Nc2nnc(Cc3ccccc3)o2)cc1C,62
O=C(Nc1ccc(S(=O)(=O)Nc2nccs2)cc1)c1ccc(S(=O)(=O)N2CCOCC2)cc1,66
CC1(C)C(=O)NCCN1C(=O)C1CC1,53
COC(=O)C[C@H]1C(C)(C)C(Cl)[C@@H]2CC3C4=CC(=O)O[C@@H](c5ccoc5)[C@]4(C)CCC3[C@@]1(C)C2=O (some centres undefined),54
CCOC(=O)N1CCN(C(=O)CS(=O)(=O)c2cn(Cc3ccc(F)cc3)c3ccccc23)CC1,62
Cc1cc(-c2onc(C)c2C(=O)O/N=C(/N)c2cccc(C(F)(F)F)c2)no1,63
O=C1CC2(CCCC2)C(=O)N1c1ccc(S(=O)(=O)NCc2cccnc2)cc1Cl,50
Cc1ccc(-c2csc3nnc(SCC(=O)Nc4ccc(F)c(Cl)c4)n23)cc1,130
Cc1ccc(-c2nc(N3CCOCC3)sc2-c2ccc([N+](=O)[O-])cc2)cc1,74

# 3 compounds from above, arranged by the number in RMI FANCM FP, high to low.
molecule,RMI FANCM FP
COc1ccccc1-c1cc2c(SCC(=O)Nc3ccccc3)nccn2n1,135
Cc1cc(SCC(N)=O)nc2ccccc12,71
O=S(=O)(Nc1ccc(O)cc1)c1ccc(Cl)cc1,56

# Further compounds
molecule,RMI FANCM FP
O=C(C1CCCCC1)N1CC(=O)N(CCc2ccccc2)C(=O)C1,55
NCC1CCC(C(=O)Oc2ccc(CCC(=O)O)cc2)CC1 (centres undefined),60
O=c1c2nnn(Cc3ccccc3Cl)c2ncn1Cc1nc(-c2ccc(F)cc2)no1,74
Cc1cccn2c(=O)c(/C=N\O)c(NCCO)nc12,62
CC(=O)OC1CCC2(C)C(=CCC3C2CCC2(C)/C(=N\NC(N)=O)CCC32)C1 (centres undefined),56
O=C(Nc1ccc([N+](=O)[O-])cc1)C1CCCN(c2ccc(-c3ccccc3)nn2)C1 (centres undefined),61
Cc1cc(C(=O)Nc2ccc(N=Nc3ccccc3)cc2)on1,60
COc1ccccc1CCNC(=O)Cc1cn(Cc2ccc(Cl)cc2)c2ccccc12,82

# Not all compounds are listed; count on the stated rates, not on these rows.
